Source: PubChem (National Center for Advancing Translational Sciences (NCATS))
Sm TGR block – S. mansoni TGR enzyme inhibition; purified TGR, DTNB reduction, TNB absorbance 405 nm; Potency, µM (highest dose often 114 µM), without a hit: at the highest dose activity change, negative = inhibition, usual class: inhibitors; actives 3% (n = 360,000); also: nearly all actives have a fitted effect of over 60% in size
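First, TGR (20 nM dispensed) and NADPH were mixed with compound. Second, a 15 min room-temperature incubation followed. Third, further NADPH and then DTNB were added to start the reaction. Finally, TNB absorbance was monitored kinetically.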
HCV inhibitor – blocks hepatitis C virus | Huh7.5.1 HCVcc-Cre infection, luciferase reporter, 44 h | Potency, µM (doses to about 41.8 µM), without a hit: at the highest dose activity change, negative = inhibition, most hits filed as inhibitors | actives 3.4% (n = 340,000)
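Cells seeded at 1,000/well and cultured 4 h, then compounds added followed by HCVcc-Cre virus (~0.5 moi). After 44 h further culture, luciferase substrate was added, plates held 15 min at room temperature, and luminescence read for 15 sec.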
LmPK inh – LmPK (Leishmania mexicana) enzyme inhibition | Q27686 | purified LmPK, Kinase-Glo ATP luminescence, 1 h | Potency, µM (series often up to 57.5 µM), for the others: at the highest dose activity change, negative = inhibition, usual class: inhibitors | actives 0.37% (n = 290,000) | AID 1721
Target sequence (Q27686 whole entry, looked up): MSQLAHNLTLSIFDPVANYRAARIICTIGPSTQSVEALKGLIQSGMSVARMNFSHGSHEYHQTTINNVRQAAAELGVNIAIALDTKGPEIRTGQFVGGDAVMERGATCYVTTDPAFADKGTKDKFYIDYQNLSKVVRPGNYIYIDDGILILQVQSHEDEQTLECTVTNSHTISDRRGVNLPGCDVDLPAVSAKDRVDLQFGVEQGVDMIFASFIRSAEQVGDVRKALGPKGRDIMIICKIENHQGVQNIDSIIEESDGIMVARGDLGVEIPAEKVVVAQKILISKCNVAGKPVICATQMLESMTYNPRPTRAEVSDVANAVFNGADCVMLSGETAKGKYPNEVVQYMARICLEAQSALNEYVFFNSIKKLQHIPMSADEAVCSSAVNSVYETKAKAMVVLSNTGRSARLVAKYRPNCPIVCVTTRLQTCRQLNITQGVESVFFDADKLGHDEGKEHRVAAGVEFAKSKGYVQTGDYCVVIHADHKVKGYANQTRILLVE
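In 50 mM imidazole pH 7.2 with 7 mM MgCl2, LmPK (0.1 nM) turned over PEP (0.5 mM) and ADP (0.1 mM) for 1 h at room temperature. Luciferase read-out of ATP.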
TbPYK inhibitor – blocks Trypanosoma brucei pyruvate kinase | Potency, µM (titrated, usually from 76.8 µM), inactives show at the highest dose activity, negative = inhibition, actives largely listed as inhibitors | TbPYK enzyme, Kinase-Glo Plus ATP luminescence, 45 min | AID 624173 | actives 0.12% (n = 410,000) | Q57TT1; also: nearly all actives have a fitted effect of over 50% in size
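Enzyme and substrate buffer are dispensed first and compound is pin-transferred. ADP at 130 uM final then starts the reaction, which runs 45 min at room temperature. Detection reagent is added for 10 min before luminescence is imaged.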
Pf growth 48h – inhibits P. falciparum growth in the first generation, 48 h; P. falciparum luciferase growth in erythrocytes, 48 h; Potency, µM (titrated, usually from 28.7 µM), inactives show at the highest dose activity change, negative = inhibition, actives largely listed as inhibitors; actives 5.9% (n = 310,000)
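Firefly luciferase activity from engineered P. falciparum reports growth; inhibitors lower the luminescent signal. Cultures contained 2% hematocrit erythrocytes at 0.1% final parasitemia.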
Pf growth 96h – inhibits malaria parasite growth, 96 h; Potency, µM (titrated, usually from 28.7 µM), without a hit: at the top dose activity change, negative = inhibition, hits mostly inhibitors; AID 504834; P. falciparum luciferase reporter growth, 96 h; actives 6.9% (n = 320,000)
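Compounds incubated with erythrocytes infected by luciferase-expressing P. falciparum (2% hematocrit, 0.05% parasitemia final) for 96 hours, 37 C in 5% CO2. Growth inhibition scored as decreased luciferase luminescence.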
* marks the source's active call; other numbers are inactive results; ? = inconclusive; · = no result given; [ ] = remark or other dose. Calls follow the shape of the dose curve; as a rule, active = well fitted curve in the direction sought with a large enough effect; inconclusive = small, poorly fitted or top-dose-only effect, or another doubt; inactive = no such curve, though single readings can be large; an effect the other way counts as inactive or inconclusive. % is scaled to controls: 0 for no effect and ±100 for the full control effect; potency is read from the fitted curve at half-maximal effect.

[1] COc1ccc(Cl)cc1N(CC(=O)N1CCCC1)S(=O)(=O)c1ccc(C)cc1
[2] CC(=O)Nc1ccc(NC(=O)c2ccc(-c3ccc([N+](=O)[O-])cc3)o2)cc1
[3] O=C(O)CCc1nn2cnc3sc4c(c3c2nc1=O)CCCC4
[4] COc1ccc(CCNC(=O)Cc2ccc(NC3=NC4CS(=O)(=O)CC4S3)cc2)c(OC)c1 (stereo unspecified)
[5] O=C(CCNS(=O)(=O)c1ccc2c(c1)CCC(=O)N2)Nc1ccc(F)c(F)c1
[6] O=C(COC(=O)c1ccco1)NC1CCCC1
[7] CN1CCOCCOCCOCCN(C)C1=S
[8] CC(C)c1noc2ncc(C(=O)c3cc(Cl)cc(Cl)c3O)cc12

| Assay by compound | 1 | 2 | 3 | 4 | 5 | 6 | 7 | 8 |
| --- | --- | --- | --- | --- | --- | --- | --- | --- |
| Pf growth 96h | ? | 12% | · | ? | ? | -6% | 24% | · |
| HCV inhibitor | 6% | -6% | 3% | -1% | 3% | 9% | 6% | ? |
| Pf growth 48h | -28% | -5% | 6% | 3% | 12% | 35%[activator] | 10% | -9% |
| TbPYK inhibitor | -1% | 8% | -5% | 0% | -2% | -4% | 3% | 0% |
| LmPK inh | -1% | 5% | 0% | -4% | -2% | 5% | -4% | -12% |
| Sm TGR block | -3% | -14% | 0% | -15% | -12% | -7% | 0% | -21% |

[9] CCc1noc(C)c1C(=O)OCC(=O)NCc1ccccc1
[10] O=C(COC(=O)Cc1ccsc1)Nc1ccccc1Cl
[11] Cn1c(=NC(=O)COc2ccccc2)sc2cc(F)cc(F)c21
[12] COc1ccc(N(CC(=O)NC2CCCC2)S(=O)(=O)c2c(C)[nH]c(=O)[nH]c2=O)cc1
[13] CCC12CN(C(=O)c3ccc([N+](=O)[O-])cc3)CC(CC)(CN(C(=O)c3ccc([N+](=O)[O-])cc3)C1)C2=O
[14] O=C(Cc1ccccc1)Nc1ccc(NC(=O)C2CCCCC2)nc1
[15] COC(=O)C(C(=O)OC)c1ccc(NC(=O)c2cccc(Cl)c2)cc1
[16] c1cc2c(cc1OCCNC1CCCC1)CCC2

| Assay by compound | 9 | 10 | 11 | 12 | 13 | 14 | 15 | 16 |
| --- | --- | --- | --- | --- | --- | --- | --- | --- |
| Pf growth 96h | 9% | 34%[activator] | 5% | 5% | 4% | ? | 88%[activator] | 12µM* |
| HCV inhibitor | 7% | 37%[activator] | 11% | 8% | 15% | -1% | -25% | · |
| Pf growth 48h | -13% | -5% | 19% | · | -15% | -10% | 55%[activator] | -18% |
| TbPYK inhibitor | 3% | -2% | 0% | -2% | 2% | 3% | -19% | · |
| LmPK inh | · | · | -3% | 13% | 3% | 5% | 1% | -1% |
| Sm TGR block | 3% | 0% | 15% | -1% | 8% | -1% | 6% | -1% |

Of the compounds above, these contain sulfur.
[1] COc1ccc(Cl)cc1N(CC(=O)N1CCCC1)S(=O)(=O)c1ccc(C)cc1
[3] O=C(O)CCc1nn2cnc3sc4c(c3c2nc1=O)CCCC4
[4] COc1ccc(CCNC(=O)Cc2ccc(NC3=NC4CS(=O)(=O)CC4S3)cc2)c(OC)c1 (stereo unspecified)
[5] O=C(CCNS(=O)(=O)c1ccc2c(c1)CCC(=O)N2)Nc1ccc(F)c(F)c1
[7] CN1CCOCCOCCOCCN(C)C1=S
[10] O=C(COC(=O)Cc1ccsc1)Nc1ccccc1Cl
[11] Cn1c(=NC(=O)COc2ccccc2)sc2cc(F)cc(F)c21
[12] COc1ccc(N(CC(=O)NC2CCCC2)S(=O)(=O)c2c(C)[nH]c(=O)[nH]c2=O)cc1

| Assay by compound | 1 | 3 | 4 | 5 | 7 | 10 | 11 | 12 |
| --- | --- | --- | --- | --- | --- | --- | --- | --- |
| Pf growth 96h | ? | · | ? | ? | 24% | 34%[activator] | 5% | 5% |
| HCV inhibitor | 6% | 3% | -1% | 3% | 6% | 37%[activator] | 11% | 8% |
| Pf growth 48h | -28% | 6% | 3% | 12% | 10% | -5% | 19% | · |
| TbPYK inhibitor | -1% | -5% | 0% | -2% | 3% | -2% | 0% | -2% |
| LmPK inh | -1% | 0% | -4% | -2% | -4% | · | -3% | 13% |
| Sm TGR block | -3% | 0% | -15% | -12% | 0% | 0% | 15% | -1% |

Carrying on:
[17] O=C(O)c1nn(Cc2ncc(-c3cccc(Cl)c3)o2)c(=O)c2ccccc12
[18] O=C(N/N=C/c1cc(Cl)ccc1O)c1cccnc1
[19] O=[N+]([O-])c1ccc2n[nH]nc2c1
[20] COc1ccccc1-n1c(-c2ccccc2)nc2ccccc2c1=O
[21] CN1CCN(/C=C(\C#N)S(=O)(=O)c2ccc(Cl)cc2)CC1
[22] CC(=O)c1cccc(CN2CCC(C(=O)Nc3ccc(-c4cccc(C)c4)cc3)CC2)c1
[23] Cc1cc(C)cc(C(=O)NC(CC(N)=O)c2ccc(NC3CCCC3)c([N+](=O)[O-])c2)c1 (stereo unspecified)
[24] CCC(=O)c1ccc(OCC(=O)OCC(=O)N2CCc3ccccc3C2)cc1

| Assay by compound | 17 | 18 | 19 | 20 | 21 | 22 | 23 | 24 |
| --- | --- | --- | --- | --- | --- | --- | --- | --- |
| Pf growth 96h | 9% | ? | 17% | -29% | 15% | -29% | 31% | -2% |
| HCV inhibitor | 8% | 5µM* | -2% | -24% | -19% | ? | 15% | 7% |
| Pf growth 48h | 5% | 3.3µM* | · | -18% | -1% | 4.1µM* | 16% | ? |
| TbPYK inhibitor | -1% | 2% | -6% | -1% | 0% | -6% | 8% | -6% |
| LmPK inh | 6% | -3% | -6% | 1% | -1% | 1% | -2% | · |
| Sm TGR block | 6% | -2% | 0% | -19% | 2% | 7% | -4% | 0% |

[25] O=C(CSc1cccc[n+]1[O-])c1cc(Cl)ccc1Cl
[26] OCCn1c(-c2ccc(F)cc2)csc1=Nc1ccccc1
[27] CC(=O)Oc1cccc(C(=O)Nc2c[nH]c(=O)[nH]c2=O)c1
[28] CCN(CC)S(=O)(=O)c1cc(NS(=O)(=O)c2cc(Cl)ccc2Cl)ccc1C
[29] COc1ccc(-c2nc(N)ncc2-c2ccc(Cl)cc2)c(O)c1
[30] O=C(Nc1nsc(-c2ccccc2)n1)c1ccc(F)cc1
[31] Cc1[nH]n(-c2ccccc2)c(=O)c1N=Nc1ccccc1C(=O)N1CCOCC1
[32] COC(=O)C1=C(O)/C(=C\c2sccc2C)N=C1C

| Assay by compound | 25 | 26 | 27 | 28 | 29 | 30 | 31 | 32 |
| --- | --- | --- | --- | --- | --- | --- | --- | --- |
| Pf growth 96h | 0.83µM* | 3% | -30%[1.15 µM] | 33%[activator] | ? | ? | ? | 27% |
| HCV inhibitor | ? | ? | -2% | 16% | -24% | ? | 3% | 7% |
| Pf growth 48h | ? | 1% | 27% | -7% | ? | 166%[activator] | 9% | -22% |
| TbPYK inhibitor | 2% | -22% | 0% | 4% | 6% | 0% | 3% | -4% |
| LmPK inh | 0% | 6% | 4% | 4% | 0% | -3% | 1% | -12% |
| Sm TGR block | 8% | -12% | 6% | -6% | -11% | -1% | -2% | -4% |

[33] Cc1cccc(C)c1NC(=O)CNCC(=O)Nc1c(C)cccc1C
[34] Cc1cc(OCC(=O)NC(C)c2ccccc2)ccc1[N+](=O)[O-] (stereo unspecified)
[35] CCC(=O)N1CCN(c2ccccc2NC(=S)NC(=O)c2cccc([N+](=O)[O-])c2)CC1
[36] COc1ccc(-c2cc(C(=O)OC3CCOC3=O)c3ccccc3n2)cc1OC (stereo unspecified)
[37] O=C(COc1ccccc1)NCCS(=O)(=O)N1CCN(c2ccccc2)CC1
[38] COc1ccc(S(=O)(=O)Nc2ccc(OCC(=O)O)cc2)c2ccccc12
[39] O=C(NCCCn1ccnc1)Nc1cccc2ccccc12
[40] CCNS(=O)(=O)c1ccc(NC(=O)Cn2nc(C(F)(F)F)cc2C)cc1

| Assay by compound | 33 | 34 | 35 | 36 | 37 | 38 | 39 | 40 |
| --- | --- | --- | --- | --- | --- | --- | --- | --- |
| Pf growth 96h | -3% | -60% | -3% | 3% | 10% | -14% | 2% | -24% |
| HCV inhibitor | -2% | 2% | ? | -20% | 4% | 16% | 4% | 8% |
| Pf growth 48h | 16% | 1% | -6% | ? | -12% | 29% | ? | 2% |
| TbPYK inhibitor | 2% | -5% | -7% | 15% | -1% | 5% | -1% | -1% |
| LmPK inh | -8% | 1% | -2% | 10% | · | -16% | -4% | 3% |
| Sm TGR block | -28% | · | -28% | -2% | -1% | -9% | 0% | 5% |

[41] COc1ccc(Cl)cc1NC(=O)c1nnn(CC(=O)Nc2ccc(OC)c(OC)c2)c1N
[42] O=C(O)c1ccc(-c2ccccn2)s1
[43] COc1ccc2cc(C(=O)/C=C/c3cc(OC)c(O)c(OC)c3)ccc2c1
[44] O=C(O)c1nn2c(c1Br)NC(c1ccccc1)CC2C(F)(F)F (stereo unspecified)
[45] CC(=O)OC1N=C(c2ccccc2)c2cc(Br)ccc2NC1=O (stereo unspecified)
[46] CC(O/N=C\c1ccccc1O)C(=O)Nc1ccccc1C(=O)N1CCOCC1 (stereo unspecified)
[47] CC1CCCC(NC(=O)CNCc2ccccc2F)C1C (stereo unspecified)
[48] CCn1cc(/C=N/NC(=O)c2ccc(C#N)cc2F)c2ccccc21

| Assay by compound | 41 | 42 | 43 | 44 | 45 | 46 | 47 | 48 |
| --- | --- | --- | --- | --- | --- | --- | --- | --- |
| Pf growth 96h | ? | 21% | ? | 25% | 83%[activator] | -15% | 31%[activator] | -12% |
| HCV inhibitor | 7% | 22% | ? | 0% | 1% | -1% | 27% | · |
| Pf growth 48h | 21% | 0% | ? | 9% | 8% | ? | 10% | · |
| TbPYK inhibitor | 4% | -11% | 0% | -1% | -4% | 6% | 27% | 2% |
| LmPK inh | 10% | -2% | -1% | 2% | 0% | 2% | 2% | 3% |
| Sm TGR block | 6% | -2% | -35% | -19% | 0% | 1% | 5% | -2% |

[49] O=C(N/N=C/c1ccc(Cl)c([N+](=O)[O-])c1)c1ccc2nc[nH]c2c1
[50] CC(=O)c1cccc(NC(=O)Cn2cnc(S(=O)(=O)N3CCCC3)c2)c1
[51] COC(=O)C1=C(N)Oc2cc(N(C)C)ccc2C1c1ccccc1OC (stereo unspecified)
[52] COc1ccc(C=C(c2ccc(OC)cc2)c2ccc(OC)cc2)cc1
[53] COCC(=O)Nc1ccc2c(c1)OCC(=O)N2Cc1ccc(C)cc1
[54] Cc1ccc(-c2noc(C3CCN(S(=O)(=O)c4ccc5c(c4)OCCO5)CC3)n2)o1
[55] Cn1cnnc1SCC(=O)OCN1C(=O)c2ccccc2C1=O
[56] CCCc1cc(=O)[nH]c(SCC(=O)Nc2cc(S(=O)(=O)N3CCCCC3)ccc2C)n1
[57] O=C(NC(=S)NNC(=O)c1cccs1)c1ccccc1
[58] Cc1ccc(S(=O)(=O)N(C)c2ccc(OC(=O)CN3C(=O)NC4(CCCC4)C3=O)cc2)cc1C

| Assay by compound | 49 | 50 | 51 | 52 | 53 | 54 | 55 | 56 | 57 | 58 |
| --- | --- | --- | --- | --- | --- | --- | --- | --- | --- | --- |
| Pf growth 96h | ? | -3% | 25% | -7% | ? | ? | · | ? | ? | 11% |
| HCV inhibitor | 8% | 9% | 6.3µM* | ? | 2% | 13µM* | 7% | -14% | -10% | 13% |
| Pf growth 48h | 3.3µM* | 17% | ? | · | ? | ? | 24% | ? | -25% | -9% |
| TbPYK inhibitor | -1% | 4% | -6% | -9% | -9% | -11% | -1% | -14% | -17% | 2% |
| LmPK inh | 3% | 7% | 2% | 3% | -2% | 11% | -5% | · | -2% | · |
| Sm TGR block | -20% | -17% | 2% | -22% | -8% | 0% | -17% | -14% | 50µM* | -3% |
